EWS-Fli block: EWS/Fli-driven NR0B1 reporter inhibitors, primary screen, A673 cells, NR0B1 luciferase, luminescence, MLPCN library | viability-normalised | AID 651661, 2012 | inhibition, % at 12.6 µM | 350,000 compounds, 0.67% hits;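 active = mean inhibition of at least 50% after viability correction, with every replicate also passing that limit; inconclusive = mean reaches 50% but only one of two replicates passes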;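 note: firefly luciferase signal divided by Alamar Blue viability fluorescence both relative to DMSO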
INS-1E GSIS act: GLuc luminescence reporter in INS-1E cells, primary screen for activators of glucose-dependent secretion of insulin; activation, % at 16.6 µM; AID 743287, 2014; 370,000 compounds, 0.61% hits; INS-1E GLuc reporter insulin secretion, 2-3 h;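 active = lowest replicate activation of at least 40%, so every replicate reaches that level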;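 note: 0% = median of neutral control wells and 100% = median of IBMX positive control wells; some compounds called inactive have numbers as strong as hits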
ERp5 block: inhibitors of ERp5-driven insulin aggregation, primary screen, biochemical, turbidity, absorbance 650 nm, single point. 90 min. inhibition, % at 9.99 µM. 350,000 compounds, 0.05% hits. AID 651711, 2012;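 active = mean replicate inhibition above about 25%, with every replicate also reaching it, limit read from the data, passing the limit was not always enough; inconclusive = only one of those two criteria met; inactive = neither criterion met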
Target sequence (Q15084 whole entry, looked up): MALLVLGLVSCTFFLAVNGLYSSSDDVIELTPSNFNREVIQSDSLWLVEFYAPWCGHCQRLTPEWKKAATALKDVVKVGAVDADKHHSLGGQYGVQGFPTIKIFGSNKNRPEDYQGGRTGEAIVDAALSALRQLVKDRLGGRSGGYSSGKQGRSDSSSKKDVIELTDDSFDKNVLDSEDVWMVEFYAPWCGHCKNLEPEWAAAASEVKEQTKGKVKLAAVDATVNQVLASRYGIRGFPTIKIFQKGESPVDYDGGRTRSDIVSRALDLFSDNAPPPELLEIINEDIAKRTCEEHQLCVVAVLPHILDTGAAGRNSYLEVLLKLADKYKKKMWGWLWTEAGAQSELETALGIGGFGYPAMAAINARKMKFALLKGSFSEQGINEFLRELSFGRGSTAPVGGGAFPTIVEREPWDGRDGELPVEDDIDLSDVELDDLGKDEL
DENV2 CPE: inhibitors of DENV2 cytopathic effect, primary screen, cell-based, plate reader, single concentration | DENV2-infected cells, cytopathic effect rescue | CPE inhibition, % at 9.99 µM | 350,000 compounds, 1.7% hits; in the data active = CPE inhibition above about 20%, passing the limit was not always enough; inconclusive = no clear call, values can overlap the other calls; tested in BHK-21 cells;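 note: 0% = median of neutral control wells and 100% = median of positive control wells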
F508del corr: F508del CFTR correction, initial screen, CFBE line, single point; CFBE cells, YFP halide quenching; stimulated with forskolin plus potentiator P3; % fluorescence drop versus neutral controls; activity (quench increase), % at 7.58 µM; 350,000 compounds, 0.36% hits;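 active = mean added fluorescence quench of at least 8% versus neutral control, with both replicates also reaching 8%; inconclusive = only one of the mean or replicate conditions met; inactive = mean below 8% and not both replicates reaching 8%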;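 note: cells transiently co-express mutant CFTR-F508del with the halide-sensitive YFP; corrector assay measuring rescue of mutant channel to the surface after 24 h compound exposure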
ARNT-TACC3 inh: disruptors of ARNT/TACC3 protein interaction, primary screen, biochemical, AlphaScreen, single concentration; Transforming acidic coiled-coil-containing protein 3 (Homo sapiens), Q9Y6A5; AlphaScreen His-ARNT PAS-B/GST-TACC3 binding, luminescence; TACC3 fragment carries E629A point mutation; inhibition, % at 9.99 µM; 390,000 compounds, 0.66% hits; AID 623870, 2012;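 active = mean inhibition of replicates at least 50% and at least half of replicates each reaching 50%; inconclusive = half or more replicates reach 50% but mean below 50%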;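 note: 0% = complete ARNT plus TACC3 wells and 100% = ARNT alone without TACC3; many hits fall short of the cut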
XiGFP reactiv: activators of inactive X chromosome reactivation, primary screen, imaging, XiGFP fibroblasts, GFP high-content imaging, set 2. 360,000 compounds, 0.055% hits. XiGFP mouse fibroblasts, % GFP-positive cells imaging, 3 d; cells co-treated with 5-aza-dC sensitizer; scaled so ellipticine positive control = 100%. activation, % at 7.58 µM. AID 743238, 2013;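 active = mean normalized replicate activation at least 10% and every replicate at or above 10%; inconclusive = only one of the two criteria met; inactive = mean below 10% and not all replicates reach 10%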;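 note: 0% = median of on-plate neutral control wells and 100% = ellipticine 6 µM median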
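Material: XiGFP fibroblasts, SV40-immortalized. Buffer or medium: DMEM plus 5-aza-dC sensitizer. Compound: single concentration per compound, delivered by pin transfer. Times: 3 days compound exposure. Controls: ellipticine 6 µM.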
PAX8 inh HTS: inhibitors of PAX8-driven TPO luciferase reporter, primary screen, RMG-I cells, single concentration. SteadyGlo, 24 h. inhibition, % at 12.6 µM. 360,000 compounds, 1.2% hits;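 active = mean replicate inhibition at least 60% with every replicate also reaching 60%; inconclusive = only one of the two criteria is met; inactive = mean below 60% and not all replicates reaching 60%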;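 note: luciferase light reporting Pax8 driven TPO promoter activity; plate controls were median of neutral control wells for no effect and mitoxantrone controls for full effect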
Active calls of the source: *; ? = inconclusive; / = not tested or not shown; & = joins results of further samples.

smiles	EWS-Fli block	DENV2 CPE	F508del corr	PAX8 inh HTS	ERp5 block	ARNT-TACC3 inh	XiGFP reactiv	INS-1E GSIS act
CN(C)C(=O)[C@@H]1[C@@H](CO)[C@@H]2Cn3c(ccc(C4=CCCC4)c3=O)[C@H]1N2C(=O)c1ccccc1	4	-2	-1.2	-16	-5	4	0.0	3
COc1cc(CNCc2ccccc2)ccc1OCC(O)c1ccccc1 (stereo not drawn)	-3	1	1.7	12	4	-1	0.1	-3
CC1(C(=O)Nc2ccc3ccccc3c2)CCC(=O)N1CCc1c[nH]c2ccccc12 (stereo not drawn)	-1	/	4.0	23	-2	/	0.1	-15
NC(=O)Cn1c(-c2nonc2N)nc2ccccc21	-6	14	-1.0	-14	-1	-5	0.0	13
C[C@H](CO)N1C[C@H](C)[C@@H](CN(C)Cc2ccc3c(c2)OCO3)Oc2c(NC(=O)C3CC3)cccc2C1=O	-3	-4	-0.5	/	1	-3&5	0.1	2
CCC(=O)Nc1ccc2c(c1)OC[C@@H](C)NC[C@@H](C)[C@H](OC)CN(C)C2=O	3	-2	/	-3	4	-5	0.5	6
CC(C)Oc1cccc(OCCN2C(=O)c3ccccc3C2=O)c1	-11	0	3.4	-70	9	-3	0.5	22
COc1ccc(N2CCN(S(=O)(=O)CCNC(=O)COc3ccccc3)CC2)cc1	4	9	0.2	8	0	0	0.1	13
CCCC(=O)OC/C(O)=C(\C#N)c1nc2ccccc2[nH]1	13	10	-6.4	24	7	14	2.0	3
CN(CC(=O)NC(=O)NCc1ccccc1)CC(=O)Nc1ccc(Cl)c(C(F)(F)F)c1	2	5	0.9	-6	5	16	0.0	-24
Cc1ccc(N2C(=O)C(Cl)=C(N3CCOCC3)C2=O)c(C)c1	12	1	1.3	6	-1	-1	0.0	-8
Cc1ccc(S(=O)(=O)N[C@@H]2C=C[C@H](CC(=O)NCCCN(C)C)O[C@@H]2CO)cc1	-2	-3	0.3	-5	1	2	0.6	-8
C[C@H](CO)N1C[C@H](C)[C@H](CN(C)C(=O)Nc2ccc(C(F)(F)F)cc2)Oc2c(NS(=O)(=O)c3ccc(Cl)cc3)cccc2C1=O	-4	16	-0.9	/	1	-2	-0.4	11
CCOc1ccc(-c2c[n+]3c(n2-c2ccccc2)CCCCC3)cc1	28	2	2.9	80*	2	0	0.0	-41
O=C(NCc1ccc(F)cc1)c1cccc2c1C(=O)c1ccc(N3CCOCC3)cc1S2(=O)=O	1	-15	3.9	0	3	19	0.0	-5
C[C@@H]1CN([C@H](C)CO)C(=O)c2c(c3ccccc3n2C)-c2ccccc2CO[C@H]1CN(C)S(=O)(=O)c1ccccc1	-9	10	-1.3	/	-3	-3	0.0	-16
O=C(C1CCOCC1)N1CC(=O)N2[C@H](CO)[C@H](c3ccc(C#CCc4ccccc4)cc3)[C@H]2C1	-3	-6	0.5	/	0	/	0.1	-8
O=C(NC(c1ccc(-c2ccccc2)cc1)c1cnccn1)C1CCN(Cc2ccc(Oc3ccccc3)cc2)CC1 (stereo not drawn)	19	4	4.4	/	6	/	-0.1	/
COc1ccc(NC(=S)Nc2cc(C)cc(C)n2)cc1OC	/	-1	/	-49	2	-4	0.0	11
C[C@H](CO)N1C[C@H](C)[C@H](CN(C)C(=O)Cc2ccccc2)OCCCC[C@H](C)Oc2ccc(NC(=O)Nc3ccccc3)cc2C1=O	6	-7	-1.1	17	6	-15	0.0	-3
Cc1ccc(S(=O)(=O)NC(CC(C)C)C(=O)N2CCOCCOCCOCC2)cc1 (stereo not drawn)	/	-4	0.0	10	1	-7	-0.1	11
CS(=O)(=O)N1CCC(C(=O)O)CC1	5	11	-0.2	/	2	1	/	32
CC(NC(=O)c1ccccc1)C(=O)Nc1ccccc1 (stereo not drawn)	-8	0	2.5	1	1	7	0.0	4
O=C(CNC(=O)c1ccc(Br)o1)NCC1CCCCC1	1	2	-2.9	-8	2	-25	0.2	-7
Cc1noc(C)c1COC(=O)c1cccc(N(C)C)c1	2	-1	6.6	3	1	/	0.0	-2

smiles	EWS-Fli block	DENV2 CPE	F508del corr	PAX8 inh HTS	ERp5 block	ARNT-TACC3 inh	XiGFP reactiv	INS-1E GSIS act
CCCC(=O)Nc1ccc2c(c1)C(=O)N(C)C[C@H](OC)[C@@H](C)CN(CCc1ccccc1)[C@H](C)CO2	7	5	0.2	/	1	1	0.5	-26
C[C@H]1CN([C@@H](C)CO)C(=O)c2cc(-c3cccnc3)cnc2O[C@H]1CN(C)C(=O)C1CCC1	-5	24*	0.2	/	-2	1	-0.5	5
C[C@@H]1COC(=O)[C@@H](Cc2ccc(F)cc2)C/C=C\C[C@@H](CC(=O)N(CCO)Cc2ccccc2)C(=O)N1	-4	-15	1.4	0	-1	-10	0.2	-25
COc1ccccc1N1CCN(c2ccc3ccccc3n2)CC1	18	-2	1.1	-109	3	-18	0.0	-22
CCOC(=O)N1CCN(C(=O)CSCc2ccc(Br)cc2)CC1	-7	-11	0.6	3	-5	-3	0.3	-6
O=C(C1CCCC1)N1CC(=O)N2[C@H](CO)[C@H](c3ccc(Br)cc3)[C@@H]2C1	0	7	-1.5	-5	2	/	-0.1	2
O=C(CSCc1ccc(Br)cc1)NC1CC1	-16	-4	2.2	-51	4	1	0.1	-5
CO[C@@H]1CN(C)C(=O)c2ccc(NC(=O)C3CCOCC3)cc2OC[C@@H](C)N(C(=O)c2ccccc2)C[C@@H]1C	1	?	-0.6	13	9	-1	-0.1	10
COc1cccc(CCNC(=O)CCc2nnc(-c3cc(C)oc3C)o2)c1	-2	0	-2.2	9	-1	1	0.1	-7
Nc1cc(-c2ccc(OC(F)(F)F)cc2)nn1-c1ccc(Cl)c(Cl)c1	-18	1	0.0	-9	/	/	0.0	/
COc1ccc(S(=O)(=O)n2nc(OC(C)=O)cc2N(C(C)=O)C(C)=O)cc1	-12	-9	0.1	9	-2	-2	0.0	4
NS(=O)(=O)c1ccc(Sc2ccccn2)c([N+](=O)[O-])c1	7	2	7.4	4	6	3	0.0	8
Cc1ccc(NC(=O)NCCCN2CCCC2=O)cc1C	8	0	-0.9	-3	-4	1	0.2	8
Cc1ccccc1S(=O)(=O)N1C[C@H]2CON(C)[C@H]2C[C@H]1c1cccc(-c2ccccc2)c1	4	12	2.6	-6	3	4	0.2	-14
COc1cccc(C(=O)NCCS(=O)(=O)N2CCC(C)CC2)c1	7	4	-2.2	-21	-2	-33	-0.1	18
CC(=O)NCc1ccc(C(=O)CN2C(=O)NC3(CCCCC3C)C2=O)s1 (stereo not drawn)	-1	-2	-3.2	-9	5	5	0.1	6
Cc1cccc(COc2ccc(/C=N/NC(=O)c3nnn(-c4nonc4N)c3C)cc2)c1	/	1	-0.2	-43	-2	-7	0.1	24
COc1ccc(Cl)cc1C(=O)N1CCN(Cc2ccc3c(c2)OCO3)CC1	-1	0	-3.2	10	-1	2	0.0	3
CCC(NC(C)C)C(O)c1ccc(O)c(O)c1 (stereo not drawn)	1	-2	3.5	2	3	-12&-5	-0.1	/
N#Cc1ccc(-c2ccc(C3[C@@H]4CN(C(=O)c5cccnc5)C[C@H]3N4)cc2)cc1 (stereo partly drawn)	-8&2	?	-3.2&-1.0	20&28	-2&-1	/	0.0&0.0	6&-8
CCN(CC(=O)Nc1c(F)cccc1F)C(=O)/C=C/c1ccc2c(c1)OCO2	-20	84*	-3.1	-18	2	-1	-0.1	1
Cc1cccc(OCCCC(=O)NNC(=O)CCN2CCN(c3ccccc3)CC2)c1	3	-4	-3.9	3	4	1	-0.1	25
O=C(Nc1nnc(SCC(=O)N2CCOCC2)s1)c1ccccc1	-3	/	/	-42	-1	1	1.5	36
CCN=C(NCC)SC1CC(=O)N(c2ccc(OCC)cc2)C1=O (stereo not drawn)	-6	0	-1.6	-9	-4	-4	0.3	-3
Cc1ccc(C2CC2/C(=N/O)c2ccc(F)cc2)cc1 (stereo not drawn)	-20	12	2.5	10	6	4	0.2	-39

smiles	EWS-Fli block	DENV2 CPE	F508del corr	PAX8 inh HTS	ERp5 block	ARNT-TACC3 inh	XiGFP reactiv	INS-1E GSIS act
C[C@H]1CCCCO[C@@H](CN(C)C(=O)CCCN(C)C)[C@@H](C)CN([C@@H](C)CO)C(=O)c2cc(NC(=O)c3ccccc3)ccc2O1	-3	8	-1.6	5	0	-2	4.4	10
Cc1cc(C=O)c(C)n1-c1ccc(NC2CCCC2)c([N+](=O)[O-])c1	2	-1	2.7	9	3	5	0.0	4
C[C@@H]1CCCCO[C@H](CN(C)Cc2ccc3c(c2)OCO3)[C@@H](C)CN([C@@H](C)CO)C(=O)c2cc(NC(=O)Nc3ccc(C(F)(F)F)cc3)ccc2O1	69*	-32	-6.4	101*	-2	29	/	/
O=C(NCC[C@H]1CC[C@@H](NC(=O)c2ccncc2)[C@H](CO)O1)Nc1ccc(Cl)cc1	-25	0	3.0	-49	3	3	0.1	-4
CC12CCC3(CC1CCC1OC12)OCCO3 (stereo not drawn)	4	-7	3.2	8	2	-2	0.0	/
CC(C)(C#N)NC(=O)C(=O)c1c(-c2ccccc2)cc2ccccn12	0	-3	0.2	2	-9	4	0.0	15
Cc1ccc(C(=O)Nc2ccccc2N2CCCC2)s1	0	2	-0.5	8	-5	/	0.3	15
O=S(=O)(c1ccc2ccccc2c1)N1CCN(C(=S)Nc2ccc(F)cc2)CC1	/	/	/	-11	/	-1	0.3	-23
CCOC(=O)c1c(C)c(C(=O)NCc2ccco2)c(C)n1Cc1ccccc1	-2	2	-0.5	/	-5	-1	/	-7
CCCCNC(=O)N(O)C1N(/N=C/c2cccnc2)C(=S)SC1(C)C (stereo not drawn)	-4	?	-1.8	-33	0	-3	0.2	/
O=c1[nH]n(-c2ccccc2Cl)c(=O)c2ccccc12	8	5	-1.5	0	0	-14	0.0	/
N#Cc1c(N)nc(Sc2ccc(Cl)cc2)c(C#N)c1-c1ccccc1Cl	19	1	-3.0	40	3	-11	-0.2	-4
C[C@H](CO)N1C[C@H](C)[C@H](CN(C)C(=O)Nc2cccc3ccccc23)OCCCC[C@H](C)Oc2ccc(NC(=O)Nc3cccc4ccccc34)cc2C1=O	3	2	0.7	18	4	-2	0.0	3
CC1CCc2c(sc3nc(CN4CCOCC4)nc(N4CCc5ccccc5C4)c23)C1 (stereo not drawn)	/	/	/	-7	/	13	0.0	1
COc1cccc(C(=O)Nc2ccc(C3CC3(Cl)Cl)cc2)c1 (stereo not drawn)	-128	-8	-0.7	-166	4	-2	0.0	3
CN1CCN(CC(=O)Nc2cc(N(C)C)nc3ccccc23)CC1	-3	2	1.8	14	5	1	0.1	25
CC(=O)Nc1ccc(-c2csc(NC(=O)C3CCN(S(=O)(=O)c4cccs4)CC3)n2)cc1	/	/	/	7	/	-2	0.0	-16

Screens (PubChem)
